Screens deposited in PubChem by National Center for Advancing Translational Sciences (NCATS).
EPAC1 antagonist = EPAC1 (human) antagonism; EPAC1 GEF assay, Rap1b-BODIPY-GDP exchange fluorescence; Potency, µM (top dose mostly 115 µM), inactives show at the highest dose activity change, negative = inhibition, hits mostly inhibitors; 360,000 tested, 0.14% active; AID 720709;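 note: potency is the fitted concentration of half-maximal effect; plate controls were vehicle for no effect and positive control for full effect; nearly all actives have a fitted effect of over 50% in size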
EPAC1 ag = EPAC1 (human) agonism; Potency, µM (doses to about 154 µM), without a hit: top-dose activation, hits mostly activators; EPAC1 agonist qHTS, biochemical assay; response scale: 100% = response to 6.5 mM cAMP; O95398; 360,000 tested, 0.073% active; AID 720707; note: potency is the fitted concentration of half-maximal effect; nearly all actives have a fitted effect of over 60% in size
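Nucleotide exchange by EPAC1 (100 nM) on Rap1B–BODIPY-GDP (250 nM) in the presence of 50 uM GDP is tracked fluorescently at 480/540 nm over 30 min. Signals are normalized to a 6.5 mM cAMP control.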
PI5P4Ka inh = inhibitors of human PI5P4K alpha; PI5P4Kalpha enzyme, ADP-Glo luminescence, 60 min; stronger effect = lower value; max response, %; 330,000 tested, 1.2% active; AID 652105; active = max response of -50% or lower; inconclusive = between -30% and -50%; inactive = -30% or higher; note: value at the top dose of about 77 µM; % is set by controls: 0 for no effect and ±100 for the full control effect
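Quantitative HTS of the MLSMR library against PI5P4Kalpha with substrate. ATP added last at 5 microM final; room temperature, 60 minutes. Remaining ATP depleted, ADP converted and read as luminescence.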
PLK1 PBD block = inhibitors of human PLK1 polo-box domain binding. P53350. Plk1 PBD binding of FITC phosphopeptide, fluorescence polarization. AID 720504. Potency, µM, for inactives: max response, negative = inhibition, actives largely listed as inhibitors. 360,000 tested, 2.8% active; note: potency is the fitted concentration of half-maximal effect; series mostly up to about 57 µM; % is set by controls: 0 for no effect and ±100 for the full control effect; nearly all actives have a fitted effect of over 65% in size
Target sequence (P53350 whole entry, looked up, the tested form may be a part): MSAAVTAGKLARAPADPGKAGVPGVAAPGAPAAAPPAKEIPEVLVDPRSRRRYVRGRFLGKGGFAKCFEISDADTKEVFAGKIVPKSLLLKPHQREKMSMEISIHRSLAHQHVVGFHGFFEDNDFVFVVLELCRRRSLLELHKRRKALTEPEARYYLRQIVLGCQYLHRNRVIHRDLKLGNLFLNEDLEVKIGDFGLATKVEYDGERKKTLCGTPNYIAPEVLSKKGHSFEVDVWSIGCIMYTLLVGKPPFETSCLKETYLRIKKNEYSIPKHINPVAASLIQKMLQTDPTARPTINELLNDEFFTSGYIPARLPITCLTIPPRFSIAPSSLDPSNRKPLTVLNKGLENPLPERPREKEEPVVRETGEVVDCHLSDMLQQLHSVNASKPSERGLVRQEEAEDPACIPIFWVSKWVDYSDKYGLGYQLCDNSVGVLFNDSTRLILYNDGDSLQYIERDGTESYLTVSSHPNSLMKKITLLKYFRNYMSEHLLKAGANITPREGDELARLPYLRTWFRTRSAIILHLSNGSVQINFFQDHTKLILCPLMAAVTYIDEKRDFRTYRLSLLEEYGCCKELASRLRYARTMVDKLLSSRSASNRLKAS
GLP1R ag = activates the human GLP-1 receptor; P43220; HEK293 GLP-1R CRE-luciferase, luminescence, 4-6 h; cells express a hypersensitive GLP-1R form; Potency, µM (doses to about 45.6 µM), inactives show top-dose activation, hits mostly activators; 380,000 tested, 0.007% active; AID 624172; note: potency is the fitted concentration of half-maximal effect; % of control where 0% means no effect
Target sequence (P43220 whole entry, looked up): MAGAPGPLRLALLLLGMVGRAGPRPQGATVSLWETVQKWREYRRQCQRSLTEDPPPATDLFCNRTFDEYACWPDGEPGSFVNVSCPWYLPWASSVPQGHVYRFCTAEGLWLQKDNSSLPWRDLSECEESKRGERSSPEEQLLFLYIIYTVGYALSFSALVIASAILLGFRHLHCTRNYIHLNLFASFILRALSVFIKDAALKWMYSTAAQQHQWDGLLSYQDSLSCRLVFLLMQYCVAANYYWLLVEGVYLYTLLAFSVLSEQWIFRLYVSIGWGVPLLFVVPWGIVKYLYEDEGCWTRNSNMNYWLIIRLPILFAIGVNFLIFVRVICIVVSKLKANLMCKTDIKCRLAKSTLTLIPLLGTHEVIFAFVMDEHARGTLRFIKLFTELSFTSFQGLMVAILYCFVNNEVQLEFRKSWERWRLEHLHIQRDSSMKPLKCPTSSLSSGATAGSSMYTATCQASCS
GLP-1R inv ag = inverse agonists of human GLP-1 receptor | P43220 | HEK293 GLP-1R CRE-luciferase, luminescence, 24 h; GLP-1R form is constitutively active | Potency, µM (highest dose often 38.3 µM), without a hit: at the top dose activity change, negative = inhibition, hits mostly inhibitors | 410,000 tested, 1.6% active | AID 624417; note: potency is the fitted concentration of half-maximal effect; % is set by controls: 0 for no effect and ±100 for the full control effect; nearly all actives have a fitted effect of over 55% in size
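Stable HEK293 clone (constitutively active GLP-1R + cAMP-response luciferase); 200 cells/uL plated, 12 h pre-culture, compound 24 hr, 37 deg C/5% CO2; detection reagent 12 min RT; luminescence.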
PTHR1 agonist = agonists of human PTHR1 parathyroid hormone receptor; Q03431; HEK293 GP2 PTHR1 cells, GloSensor cAMP luminescence, 1 h; Potency, µM (titrated, usually from 115 µM), inactives show at the top dose activation, actives largely listed as activators; 410,000 tested, 0.075% active; AID 743266; note: potency is the fitted concentration of half-maximal effect; nearly all actives have a fitted effect of over 55% in size; some results filed as inactive show a strong effect at the top dose; inactives centre near -15; many of its hits are not listed in these tables
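HEK-293-derived GP2 cells expressing PTHR1 and a GloSensor cAMP reporter, 3,000/well, plated overnight, given luciferin plus IBMX (each 0.5 mM as added) for 1 h at 37 °C, then compound for 1 h at 37 °C. Luminescence was read after 15 min at room temperature.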
IL-2 act = activates IL-2 in a cell-based reporter assay; IL-2 activation reporter assay, cell-based qHTS; stimulated with anti-CD3/CD4/CD28 beads; in transgenic mouse T cells; activation, % (series mostly up to about 46 µM); 360,000 tested, 0.065% active; AID 652025; in the data active = activation above about 50%; inconclusive = mostly about 30% to 49%; note: 0% is about no effect
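Using fluorescent plate cytometry, EGFP and DsRed are detected in transgenic mouse T cells stimulated 18 h at 37 degrees C with antibody-coated beads after 60 min compound pretreatment.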
GLP1R cytotox = cytotoxicity counter-screen for GLP-1 receptor inverse agonists; 410,000 tested, 0.13% active; Potency, µM (series often up to 38.3 µM), without a hit: at the top dose activity change, negative = inhibition, usual class: inhibitors; HEK293 cAMP-luciferase reporter cells, luminescence, 24 h; AID 624418;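 note: loss of luciferase light is scored as toxicity; potency is the fitted concentration of half-maximal effect; % is set by controls: 0 for no effect and ±100 for the full control effect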
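Quantitative HTS format, 1536 wells, 200 cells/uL seeded. Compounds: 23 nL, 24 h, 37 °C. Detection: luciferase reagent, luminescence at 12 min RT; decreased signal taken as cytotoxic.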
* marks the source's active call; other numbers are inactive results; i = inactive; ? = inconclusive; · = no result given; & = joins results of further samples; [ ] = another dose, or the depositor's remark. Unless noted, calls come from the whole dose curve; as a rule, active = well fitted curve in the direction sought with a large enough effect; inconclusive = small, poorly fitted or top-dose-only effect, or another doubt; inactive = no such curve, though single readings can be large; an effect the other way counts as inactive or inconclusive.

Sequence of screens: EPAC1 antagonist, EPAC1 ag, PI5P4Ka inh, PLK1 PBD block, GLP1R ag, GLP-1R inv ag, PTHR1 agonist, IL-2 act, GLP1R cytotox
[1] COc1ccc(C(=O)COC(=O)CCN2C(=O)[C@@H]3[C@H](C2=O)[C@@H]2C[C@H]3C(Br)C2Br)cc1 (stereo not given in full)
 : 2%, 6%, 4, -10%, -2%, -2%, i, -0.4, -2%
[2] COc1ccc(S(=O)(=O)N2CCN(CCCOc3ccc(F)cc3)CC2)cc1OC
 : -8%, 8%, 8, -5%, 12%, ?, -34%, -0.4, 5%
[3] COCCCNC(=O)c1ccc2c(=O)n(Cc3ccc(OC)cc3)c(=O)[nH]c2c1
 : 20%, -6%, 1, 2%, -1%&-1%, 15%&9%, -17%, -0.6, 4%&-16%
[4] O=C(NCC(=O)N(CC1CCCO1)C(C(=O)NC1CCCCC1)c1ccccc1)c1cccs1 (stereo not given)
 : -5%, 11%, ·, -1%, 2%, -8%, i, -3.0, ?
[5] Oc1ccc(CN2CCN(c3ccccc3)CC2)c2cccnc12
 : 4%, 1%, ·, -28%, -6%, 0%, i, -2.9, -38%
[6] Cn1cc(C(=O)c2ccc(Cl)cc2Cl)cc1C(=O)O
 : -6%, -1%, -13, -14%, -6%, 19%, 0%, 1.2, -3%
[7] COc1ccc(S(=O)(=O)c2ccc(O)cc2)cc1
 : 8%, 3%, 0, ?, -6%, 17%, -1%[57.5 µM], 1.6, -5%
[8] NS(=O)(=O)c1ccc(CCNC(=O)CSc2ccc(Cl)cc2)cc1
 : -9%, 7%, -1, -21%, 6%, 0%, -34%[inhibitor], -0.4, -5%
[9] Cn1nc(C(=O)OCC(=O)Nc2ccc(F)cc2Cl)c2ccccc2c1=O
 : -8%, -7%, -4, 7%, -3%, 1%, -20%, 0.2, 13%
[10] CNc1ncnc2sc(-c3ccccc3)cc12
 : -9%, -1%, -19, -19%, ?, -12%[0.307 µM], -24%, -0.5, 8%[0.307 µM]
[11] C=CCN1CC(=O)N2C(C)c3[nH]c4ccccc4c3C[C@H]2C1=O (stereo not given in full)
 : 0%, 4%, -1, -13%, 7%, -1%, -3%, -0.1, -6%
[12] CCCCOC(=O)c1ccc(NC(=O)C(=O)NCc2cccnc2)cc1
 : -22%, -1%, 0, -8%, 5%, -5%, -3%, 0.0, -13%
[13] CC1=CC(C)(C)N2C(=O)C(=Nc3ccc(O)cc3)c3cccc1c32
 : 79µM*, 14%, ?, 4.7µM*, 19%, 182%[activator], -4%, 3.4, ?
[14] C/C(=N\NS(=O)(=O)c1ccc(C)c([N+](=O)[O-])c1)c1cc2ccccc2o1
 : 6%, 4%, 5, ?, 4%, -2%, -67%[inhibitor], 0.0, 5%
[15] CCN(CCN(C)C)C(=O)Cn1ncc2c1-c1cc(C)ccc1OC2
 : -13%, 0%, 0, -1%, 1%, 1%, 0%, -2.3, 0%
[16] COc1ccc(Cl)cc1NC(=O)CN(C)C(=O)c1ccc2n[nH]nc2c1
 : -7%, 11%, -9, -2%, 1%, 2%, -2%, 2.2, -12%
[17] Nc1cc(=O)[nH]c(SCC(=O)Nc2ccc(S(=O)(=O)N3CCOCC3)cc2)n1
 : 0%, -7%, ·, -11%, -15%, -2%, -23%, -4.2, -15%
[18] Cc1cc(C)c2nc(-c3ccccn3)cc(C(=O)Nc3ccc(S(=O)(=O)Nc4onc(C)c4C)cc3)c2c1
 : ?, 2%, -66*, 6.7µM*, 1%, ?, -17%, 0.5, -22%
[19] Cc1cc(S(=O)(=O)NCCc2ccccc2)ccc1-n1cnnn1
 : -14%, -5%, 0, 5%, 11%, -19%, -19%, 0.2, -4%
[20] O=C(Nc1ncc(Cc2cccc([N+](=O)[O-])c2)s1)c1ccco1
 : -18%, 1%, 2, -15%, -1%, ?, -65%[inhibitor], 0.0, ?
[21] Cc1cc(NC(=O)Cn2nc(C(F)(F)F)c3c2CCCC3)no1
 : 9%, -8%, -5, -2%, -24%, 1%, -33%[inhibitor], -2.9, 1%
[22] Cc1ccsc1/C=N\Nc1cn[nH]c(=O)c1Cl
 : 0%, -2%, 1, -7%, 26%, 96%[activator], -12%, 3.6, -16%
[23] CCC(=O)Nc1nnc(S(=O)(=O)N2CCCC2)s1
 : -6%, 3%, 10, -4%, 0%, 7%, -10%, -0.7, 3%
[24] CCN(CC(=O)Nc1ccccc1C(F)(F)F)C(=O)c1oc2ccc(OC)cc2c1C
 : -10%, 0%, 1, -2%, 31%, ?, -19%, 1.7, -17%
[25] COc1ccc(-c2noc(CCC(=O)NCc3ccc(OC)cc3OC)n2)cc1
 : ·, ·, ·, ·, 2%, -2%, -76%[inhibitor], ·, 14%
[26] COCCNc1nc(NCCCN2CCCC2=O)c2sc(-c3ccccc3)cc2n1
 : -9%, 15%, -14, -10%, 0%, 11%, i, 1.5, -3%
[27] N#C/C=C/C(=C\Nc1ccc(Cl)cc1)S(=O)(=O)c1ccccc1
 : 14%, 4%, 7, -2%, 6%, -31%, -8%, 3.0, -4%
[28] COc1ccc(NC(=O)CNC(c2ccccc2)c2ccccc2)cc1Cl
 : -19%, 19%, 12, -9%, 17%, ?, -3%, 0.2, -7%
[29] CC(C)(C)c1csc(NC(=O)C2COc3ccccc3O2)n1 (stereo not given)
 : -11%, 11%, 8, -8%, -5%, ?, -17%, -0.7, 18%
[30] Cc1ccc(-c2nnc(NC(=O)c3ccco3)o2)c(C)c1
 : -18%, -48%, 1, -10%, -17%, -15%, i, 2.0, -21%

New compounds follow.
Sequence of screens: EPAC1 antagonist, EPAC1 ag, PI5P4Ka inh, PLK1 PBD block, GLP1R ag, GLP-1R inv ag, PTHR1 agonist, IL-2 act, GLP1R cytotox
[31] COc1ccc(OCCC(=O)OCC(=O)NC(=O)NC(C)(C)C)cc1
 : 0%, -3%, 7, -2%, 9%, 12%, i, -1.7, 70%[activator]
[32] Cc1ccc(-c2nnn(CC(=O)N(CC(=O)NCc3ccccc3)c3cccc(C)c3C)n2)o1
 : -14%, 4%, ·, -3%, -8%, 0%, i, 0.1, -2%
[33] CC(=O)c1ccc(NC(=O)c2ccn(C(=O)OCC(C)C)n2)cc1
 : -25%, 5%, -9, -10%, 2%, -19%, -7%, -0.8, 6%
[34] Cc1ccc(S(=O)(=O)c2c(O)cc(C)c(NS(=O)(=O)c3ccc(Br)cc3)c2C)cc1
 : ·, ·, ·, ·, -2%, ?, -61%[inhibitor], ·, -9%
[35] CCCn1c(C)nc2cc(Cl)c(N3CCN(c4nc(-c5ccc(C)cc5)cs4)CC3)cc21
 : -6%, -4%, 3, -24%, 0%, ?, -14%, -3.1, -7%
[36] COc1ccccc1C(=O)NC(=O)OCCn1c(C)cnc1[N+](=O)[O-]
 : -10%, 7%, -2, -6%, 0%, 8%, i, -0.4, 6%
[37] COc1ccc(NC(=O)Cn2nnc(-c3ccccc3NC(=O)c3ccco3)n2)cc1
 : -6%, -3%, -7, -7%, 1%, ?, -8%[57.5 µM], -0.5, ?
[38] CCN(CC)c1ccc(CN2CCC(C(=O)NCc3ccc(C)cc3)CC2)cc1
 : -16%, -2%, 1, -2%, 2%, ?, -32%[inhibitor], 0.7, -9%
[39] COc1ccc(NC(=O)CCNS(=O)(=O)c2ccc(Cl)c([N+](=O)[O-])c2)cc1S(N)(=O)=O
 : -11%, 13%, -7, -2%, 8%, 20%, i, -0.1, 7%
[40] CCCCCC[C@@H]([C@@H](C)O)n1cnc2c(N)ncnc21
 : 13%, -2%, 3, 0%, 13%, 5%, i, 0.0, -5%
[41] O=C1NCCCC2c3c(cc(Br)c(O)c3Br)OC12N1CCOCC1 (stereo not given)
 : 1%, -1%, ·, ?, -11%, 5%, i, -0.7, -6%
[42] CSc1nc(O)c(C(c2ccccc2)c2c(O)nc(SC)[nH]c2=O)c(=O)[nH]1
 : 8%, -5%, -53*, -22%, -4%, 7%, 0%, 0.5, 5%

Five of the compounds above, tab-delimited:
item	canonical_smiles	EPAC1 antagonist	EPAC1 ag	PI5P4Ka inh	PLK1 PBD block	GLP1R ag	GLP-1R inv ag	PTHR1 agonist	IL-2 act	GLP1R cytotox
34	Cc1ccc(S(=O)(=O)c2c(O)cc(C)c(NS(=O)(=O)c3ccc(Br)cc3)c2C)cc1	·	·	·	·	-2%	?	-61%[inhibitor]	·	-9%
35	CCCn1c(C)nc2cc(Cl)c(N3CCN(c4nc(-c5ccc(C)cc5)cs4)CC3)cc21	-6%	-4%	3	-24%	0%	?	-14%	-3.1	-7%
36	COc1ccccc1C(=O)NC(=O)OCCn1c(C)cnc1[N+](=O)[O-]	-10%	7%	-2	-6%	0%	8%	i	-0.4	6%
37	COc1ccc(NC(=O)Cn2nnc(-c3ccccc3NC(=O)c3ccco3)n2)cc1	-6%	-3%	-7	-7%	1%	?	-8%[57.5 µM]	-0.5	?
38	CCN(CC)c1ccc(CN2CCC(C(=O)NCc3ccc(C)cc3)CC2)cc1	-16%	-2%	1	-2%	2%	?	-32%[inhibitor]	0.7	-9%

Down the list, from the results shown:
Nos. 34–41 in PTHR1 agonist: -61%[inhibitor], -14%, i, -8%[57.5 µM], -32%[inhibitor], i, i, i

These rows are one share of the data, so the mix of outcomes need not match the whole.
